# Compound activity deposited in PubChem by National Center for Advancing Translational Sciences (NCATS).
# DRD3 antagonist = antagonists of human D3 dopamine receptor; D3R cells, DiscoveRx beta-arrestin luminescence, antagonist mode; stronger effect = lower value; max response, negative = inhibition, %; 2.5% of 360,000 active; AID 652054; in the data active = max response below about -50%; inconclusive = no clear call, values can overlap the other calls; note: % is set by controls: 0 for no effect and ±100 for the full control effect; mostly tested at two doses, the higher about 12 µM
#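 Cells expressing the human receptor were seeded at 1500 cells/well, incubated overnight at 37 degrees C in 5% CO2, then exposed to library compounds with dopamine controls for 90 minutes at 37 degrees C before luminescent detection.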
# GLP1R ag = activates the human GLP-1 receptor; 0.007% of 380,000 active; HEK293 GLP-1R CRE-luciferase, luminescence, 4-6 h; cells express a hypersensitive GLP-1R form; Potency, µM (titrated, usually from 45.6 µM), inactives show at the top dose activation, most hits filed as activators; P43220; note: potency is the fitted concentration of half-maximal effect; % of control where 0% means no effect
# Target sequence (P43220 whole entry, looked up): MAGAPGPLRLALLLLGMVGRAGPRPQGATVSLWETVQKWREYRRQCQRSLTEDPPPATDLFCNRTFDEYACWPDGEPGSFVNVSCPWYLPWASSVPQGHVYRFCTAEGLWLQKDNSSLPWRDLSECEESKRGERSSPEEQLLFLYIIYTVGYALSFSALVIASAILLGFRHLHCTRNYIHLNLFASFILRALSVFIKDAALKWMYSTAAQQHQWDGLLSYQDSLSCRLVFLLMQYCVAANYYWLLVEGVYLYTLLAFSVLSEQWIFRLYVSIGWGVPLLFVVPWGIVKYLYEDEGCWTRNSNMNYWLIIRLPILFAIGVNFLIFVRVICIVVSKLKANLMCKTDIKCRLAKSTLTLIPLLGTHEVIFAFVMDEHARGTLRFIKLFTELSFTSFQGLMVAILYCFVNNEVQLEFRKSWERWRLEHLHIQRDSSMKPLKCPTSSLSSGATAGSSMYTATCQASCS
# GLP1R inv ag = GLP-1 receptor (human) inverse agonism. HEK293 GLP-1R CRE-luciferase, luminescence, 24 h; GLP-1R form is constitutively active. Potency, µM (highest dose often 38.3 µM), for inactives: at the highest dose activity change, negative = inhibition, most hits filed as inhibitors. 1.6% of 410,000 active. AID 624417; note: potency is the fitted concentration of half-maximal effect; % is set by controls: 0 for no effect and ±100 for the full control effect; nearly all actives have a fitted effect of over 55% in size
#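 HEK293 cells stably co-expressing a cAMP-responsive luciferase reporter and constitutively active GLP-1R were seeded, incubated 12 h, then exposed to compounds for 24 h at 37 C. Luminescence was read 12 min after detection reagent; inverse agonists lower signal.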
# KB-V1 cytotox = kills drug-selected multidrug resistant KB-V1 cells; 3.4% of 400,000 active; KB-V1 MDR cells viability, CellTiter-Glo, 72 h; Potency, µM (titrated, usually from 46.1 µM), for the others: at the highest dose activity change, negative = cytotoxicity, actives largely listed as cytotoxic; note: potency is the fitted concentration of half-maximal effect; % is set by controls: 0 for no effect and ±100 for the full control effect; nearly all actives have a fitted effect of over 60% in size
#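 Compound-treated KB-V1 multidrug-resistant cells, 72 h, 37 degrees C; viability by CellTiter-Glo. Fitted qHTS curves give the values.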
# DRD3 agonist = activates the human D3 dopamine receptor; D3R DiscoveRx beta-arrestin cells, luminescence, 90 min; max activation, %; 0.58% of 410,000 active; AID 652048; in the data active = max activation above about 30%; note: 0% is about no effect; mostly tested at two doses, the higher about 12 µM
#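 Cells at 1500/well, incubated overnight, then treated with pinned compounds (dopamine as control) for 90 min at 37 degrees C. DiscoveRx reagent added for 30 - 60 minutes at room temperature; luminescence read.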
# TDP-43 yeast inh = inhibitors of TDP-43 toxicity in yeast | AID 652104 | Potency, µM (top dose mostly 46.1 µM), for inactives: at the top dose growth rescue (activation), usual class: activators | TDP-43 expressing yeast growth rescue, BacTiter-Glo, 24 h | 1.8% of 410,000 active; note: potency is the fitted concentration of half-maximal effect; % of control where 0% means no effect; nearly all actives have a fitted effect of over 50% in size
#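 Readout is BacTiter-Glo luminescence of cell growth, so inhibitors register as activators. TDP-43-expressing yeast at OD600=0.02 in galactose medium, after raffinose pregrowth to mid-log, were incubated with compound for 24 hr at 30 deg C.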
# HEK293 tox = cytotoxicity counter-screen for GLP-1 receptor inverse agonists; HEK293 cAMP-luciferase reporter cells, luminescence, 24 h; Potency, µM (series often up to 38.3 µM), for the others: top-dose activity change, negative = inhibition, hits mostly inhibitors; 0.13% of 410,000 active; AID 624418;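 note: loss of luciferase light is scored as toxicity; potency is the fitted concentration of half-maximal effect; % is set by controls: 0 for no effect and ±100 for the full control effect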
#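 Luminescence readout: signal drop marks cytotoxicity. Plated cells grew 12 h at 37 °C, 5% CO2, received 23 nL compound for 24 h, then got luciferase reagent, read after 12 min at RT.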
# aSyn rescue = inhibitors of alpha-synuclein toxicity in yeast; Yeast expressing alpha-synuclein, growth rescue, BacTiter-Glo, 24 h; Potency, µM (titrated, usually from 46.1 µM), for the others: top-dose growth rescue (activation), most hits filed as activators; 0.14% of 370,000 active; AID 652106; note: potency is the fitted concentration of half-maximal effect; % of control where 0% means no effect; nearly all actives have a fitted effect of over 65% in size
#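 Readout is rescue of growth in alpha-synuclein-expressing yeast, so inhibitors of toxicity appear as activators. Growth after 24 hr at 30 deg C in galactose medium is quantified by luminescence.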
# PTHR1 agonist = PTHR1 (human) receptor agonism; HEK293 GP2 PTHR1 cells, GloSensor cAMP luminescence, 1 h; Potency, µM (series often up to 115 µM), for the others: at the highest dose activation, hits mostly activators; 0.075% of 410,000 active; note: potency is the fitted concentration of half-maximal effect; nearly all actives have a fitted effect of over 55% in size; some results filed as inactive show a strong effect at the top dose; inactives centre near -15; many of its hits are not listed in these tables
# Target sequence (Q03431 whole entry, looked up): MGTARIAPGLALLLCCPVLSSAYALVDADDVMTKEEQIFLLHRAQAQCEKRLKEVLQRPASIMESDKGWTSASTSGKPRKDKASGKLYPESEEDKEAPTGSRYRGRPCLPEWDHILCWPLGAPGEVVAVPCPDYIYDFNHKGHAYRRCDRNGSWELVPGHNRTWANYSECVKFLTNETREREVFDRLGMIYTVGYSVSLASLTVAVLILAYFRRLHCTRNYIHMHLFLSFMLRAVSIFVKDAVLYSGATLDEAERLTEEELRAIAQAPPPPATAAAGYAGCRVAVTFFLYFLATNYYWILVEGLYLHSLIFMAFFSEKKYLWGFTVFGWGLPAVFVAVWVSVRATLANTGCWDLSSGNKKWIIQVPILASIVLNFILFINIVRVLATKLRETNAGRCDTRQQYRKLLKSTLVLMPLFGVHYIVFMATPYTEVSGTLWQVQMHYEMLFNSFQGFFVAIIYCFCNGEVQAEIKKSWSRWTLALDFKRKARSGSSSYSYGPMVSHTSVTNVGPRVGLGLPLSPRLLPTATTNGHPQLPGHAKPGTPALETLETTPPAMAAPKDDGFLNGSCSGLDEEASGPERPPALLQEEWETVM
#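 HEK-293-derived GP2 cells expressing PTHR1 and a GloSensor cAMP reporter, 3,000/well, plated overnight, given luciferin plus IBMX (each 0.5 mM as added) for 1 h at 37 °C, then compound for 1 h at 37 °C. Luminescence was read after 15 min at room temperature.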
# Numbers without * were called inactive; i = inactive; u = inconclusive; x = not tested or not shown; & = joins results of further samples; [ ] = another dose, or the depositor's remark. Unless noted, calls come from the whole dose curve; as a rule, active = well fitted curve in the direction sought with a large enough effect; inconclusive = small, poorly fitted or top-dose-only effect, or another doubt; inactive = no such curve, though single readings can be large; an effect the other way counts as inactive or inconclusive. An excerpt; the hit share may differ from the screen's.
# Under each structure: TDP-43 yeast inh	DRD3 agonist	GLP1R inv ag	PTHR1 agonist	HEK293 tox	DRD3 antagonist	aSyn rescue	GLP1R ag	KB-V1 cytotox
1: COc1ccc(NC(=O)c2c(NC(=O)CCC(=O)O)sc3c2CCCCC3)cc1
    7%	4	7%	-25%	2%	1	0%	1%	0%
2: CC(=O)N1CCN(C(=O)c2ccccc2NS(=O)(=O)c2ccc(F)cc2)CC1
    4%	1	-7%	-4%	1%	24	2%	0%	-4%
3: CCCOc1ccc(C2=NNC(c3cccs3)=Nc3ccc(OC)cc32)cc1
    -9%	5	-2%	i	-1%	3	1%	0%	-2%
4: COc1cccc(NC(=O)CN(C)CC(=O)Nc2ccc(C)c(S(=O)(=O)N3CCOCC3)c2)c1
    18%	1	-9%	-7%	-19%	48	0%	8%	u
5: Cn1ccsc1=NC(=O)c1ccc(Cl)c([N+](=O)[O-])c1
    u	2	15%	i	0%	9	2%	-4%	2%
6: O=c1cnc2ccccc2n1Cc1ccccc1C(F)(F)F
    2%	2	u	-21%	-2%	-6	-8%	11%	12%
7: CNc1c(NS(=O)(=O)c2ccc(CC(C)C)cc2)c(=O)oc2ccccc12
    -3%	-5	5%	i	-6%	9	0%	0%	-1%
8: COc1ncccc1-c1cc2nc(NCCCN(C)C)n(C)c(=O)c2s1
    12%	-8	-6%	i	1%	u	-2%	-4%	1%
9: CCCCOc1ccccc1C1NC(=O)NC(C)=C1C(=O)OCCOCC (stereo not given)
    -20%	-8	-2%	-6%[57.5 µM]	3%	-2	1%	-1%	u
10: COc1ccccc1-c1nnc2sc(-c3ccc(N(C)C)cc3)nn12
    u	-18	-20%	-21%	u	-21	2%	25%	0.058µM*
11: Cc1ccc(S(=O)(=O)c2c(N)n(NC(=O)c3ccco3)c3nc4ccccc4nc23)cc1
    u	2	0%	-34%[inhibitor][57.5 µM]	1%	9	7%	-4%	-8%
12: COc1ccc(NC(C)=O)cc1NC(=O)c1ccc(Cl)cc1
    -3%	-5	16%	i	2%	-17	1%	7%	-18%
13: Cc1cccc(C)c1NC(=O)CSc1nnc(-c2ccoc2C)n1C
    -21%	0	2%	i	-3%	-3	-1%	-3%	0%
14: COc1ccc(S(=O)(=O)N(C)C[C@H]2Oc3c(NC(=O)Nc4c(C)noc4C)cccc3C(=O)N([C@H](C)CO)C[C@@H]2C)cc1
    -18%	-9	-5%	-24%	-9%	-4	16%	-4%	-6%
15: Cc1nc(N2CCN(C(=O)COc3ccccc3)CC2)c2c(C)c(C)sc2n1
    16µM*	0	u	-21%	-23%	50	-2%	2%	-4%
16: Cc1c(/C(O)=C2/C(=O)C(=O)N(Cc3cccnc3)C2c2cccs2)cnn1-c1ccccc1 (stereo not given)
    4%	6	-24%	-11%[57.5 µM]	-5%	-7	0%	-9%	19%
17: CCN(CC)CCNC(=O)Cn1ncc2c3ccccc3n(Cc3ccccc3C)c2c1=O
    1%	-15	-19%	-30%	-37%	x	x	x	-7%
18: O=C(OCCC12CC3CC(CC(C3)C1)C2)c1ccc(NCc2cc(O)ccc2O)cc1
    u	-2	u	-13%	-22%	-22	-54%[inhibitor]	-13%	u
19: CC(C)Oc1ccc(C(=O)NCCCNC(=O)c2cccnc2)cc1
    8%	1	10%	i	0%	8	-7%	14%	-4%
20: COc1cc(CNCCCN2CCOCC2)cc(Cl)c1OCC(=O)NC(C)(C)C
    -10%	-8	u	-4%	-9%	9	-7%	8%	9%
21: COc1cccc(CC(=NO)c2cccc(OC)c2)c1
    u	1	u	-7%	-3%	2	2%	11%	0%
22: O=C(CNS(=O)(=O)c1c(Cl)cccc1Cl)N1CCCCCC1
    3%	8	-31%	i	6%	-1	0%	-6%	0%
23: Cc1c(Cl)cccc1NC(=O)CN1C(=O)CSc2ccc(S(=O)(=O)N3CCCC3)cc21
    -3%	-11	-24%	14%	3%	x	x	x	x
24: COc1cccc(OC)c1-c1nn2c(-c3cc(-c4ccccc4)n[nH]3)nnc2s1
    25%	4	0%	-24%	u	17	1%	0%	u
25: Cc1oc2ncnc(N3CCCCC3)c2c1C(=O)Nc1cccc(Cl)c1C
    9%	-14	-30%	16%	-1%	x	x	x	x
26: CC1CCCCN1S(=O)(=O)c1ccc(N(C(=O)c2cnccn2)C(C(=O)NC2CCCC2)c2cccs2)cc1 (stereo not given)
    u	-3	-19%	i	4%	u	8%	-3%	-9%
27: C[C@H](CO)N1C[C@H](C)[C@H](CN(C)C)Oc2ccc(NS(=O)(=O)c3ccc(F)cc3)cc2CC1=O
    -15%	-1	13%	-11%	20%	0	-14%	4%	3%
28: CCCC(=O)c1c(NC(C)C)cc(C)oc1=O
    -5%	1	0%	i	4%	-12	0%	u	u
29: CC(=O)Nc1ccc(-c2ccnc3c2CC(C)(C(=O)NCC2CC2)O3)cc1 (stereo not given)
    -7%	2	1%	i	0%	0	-1%	2%	-2%
30: Cc1cc(=O)oc2c(C(=O)/C=C\c3cccs3)c(O)ccc12
    8%	-3	u	-42%	-29%	-20	7%	1%	-30%
31: CC(C)C[C@H]1CN=C(Nc2ccccc2)N1CC1CCCCCC1
    8%	-18	u	-47%[inhibitor]	u	6	1%	13%	4%
32: O=S(=O)(c1ccc(Br)cc1)c1nc(-c2ccccc2)oc1NCc1cccnc1
    -14%	-11	7%	-9%[57.5 µM]	20%	0	-4%	7%	-18%
33: O=S(=O)(c1ccccc1)N1N=C(c2cccs2)CC1c1ccc(Br)cc1 (stereo not given)
    -15%	1	11%	-48%[inhibitor][57.5 µM]	3%	4	-7%	-3%	u
34: O=C(NC1CCCCC1)C1(c2ccccc2)CC1(Cl)Cl (stereo not given)
    2%	1	u	-19%	0%	-4	-6%	0%	-27%
35: CC(C)Cn1nc(C(=O)N2CCc3ccccc32)c2ccccc2c1=O
    13%	-3	11µM*	-18%	6%	0	-12%	2%	-17%
36: Cc1c(NC(=O)CC(=O)Nc2c(C)n(C)n(-c3ccccc3)c2=O)c(=O)n(-c2ccccc2)n1C
    -21%	-17	6%	i	-10%	-8	-5%	0%	-4%
37: CC1(c2nnc(-c3ccc(F)cc3)o2)CC(c2ccc(F)cc2)=NO1 (stereo not given)
    15%	-6	-15%	-35%[inhibitor]	-10%	0	11%	-2%	-13%
38: Cn1c(=O)c2sccc2n2c(CCC(=O)NCc3ccccc3Cl)nnc12
    -16%	-16	9%	23%	0%	x	x	-1%	16%
39: O=C(Nc1ccc(-c2csc(-c3ccccc3)n2)cc1)c1ccccc1
    0%	8	-8%	u	u	14	-4%	-10%	u
40: CCCCN(C)CCCNC(=O)c1cn(CC)c2ccc(S(=O)(=O)N3CCc4ccccc4C3)cc2c1=O
    -20%&-16%	-11&-19	u	-18%	u	3	2%	7%&-2%	u
41: O=C(c1ccc(F)cc1)n1c(NCc2ccccc2)n[nH]c1=S
    11%[9.22 µM]	-2	13%	i	-6%	-3	0%	1%	-5%
42: O=C(NCc1ccccc1)c1cccc(OCC(=O)N2CCN(C(=O)c3ccco3)CC2)c1
    -10%	-7	8%	-21%[57.5 µM]	1%	-24	-4%	-7%	u
43: CCC1=C(OC(=O)N(CC)CC)N2C(=O)OC(=NCc3ccccc3)[C@]2(C)[C@H]2C1=CC[C@H]1C(=O)N(CC(=O)OC)C(=O)[C@H]12
    13%	5	25%	-1%	3%	-21	6%	9%	-7%
44: COc1ccc(-c2[nH]ncc2C(=O)NCc2ccc(F)cc2)cc1
    21%	0	9%	-4%	-2%	x	x	x	x
45: CCCCOc1ccc(Br)cc1/C(C)=N/NC1=NCCN1
    -20%	-22	2.8µM*	-16%[57.5 µM]	4.5µM*	-26	-5%	3%	5.8µM*

# The closing 3 entries of the section above lead into the next.
# Under each structure: TDP-43 yeast inh	DRD3 agonist	GLP1R inv ag	PTHR1 agonist	HEK293 tox	DRD3 antagonist	aSyn rescue	GLP1R ag	KB-V1 cytotox
43: CCC1=C(OC(=O)N(CC)CC)N2C(=O)OC(=NCc3ccccc3)[C@]2(C)[C@H]2C1=CC[C@H]1C(=O)N(CC(=O)OC)C(=O)[C@H]12
    13%	5	25%	-1%	3%	-21	6%	9%	-7%
44: COc1ccc(-c2[nH]ncc2C(=O)NCc2ccc(F)cc2)cc1
    21%	0	9%	-4%	-2%	x	x	x	x
45: CCCCOc1ccc(Br)cc1/C(C)=N/NC1=NCCN1
    -20%	-22	2.8µM*	-16%[57.5 µM]	4.5µM*	-26	-5%	3%	5.8µM*
46: O=C1C2C3CCC(O3)C2C(=O)N1c1cccc(O)c1 (stereo not given)
    6%	1	1%	-91%[inhibitor]	-5%	-20	-3%	-4%	-6%
47: CCCNC(=O)Cn1c(=O)/c(=C/c2ccc(-c3cccc([N+](=O)[O-])c3)o2)s/c1=C\C(=O)C(C)(C)C
    -12%	0	3%	i	-12%	14	1%	0%	22%
48: O=C(Cc1ccc([N+](=O)[O-])cc1)Nc1ccc(O)cc1C(=O)O
    0%	-6	5%	i	-5%	-11	-1%	0%	-2%
49: COc1ccc(C(=O)c2cn(Cc3ccccc3F)c3cc4c(cc3c2=O)OCO4)cc1
    12%	10	0%	u	-1%	x	x	x	3%
50: NC(N)=N/N=C/c1ccccc1OC(F)F
    15%[9.22 µM]	0	u	-18%	-2%	10	8%	-2%	-19%
51: CC(C)NC(=O)C1(C)CN(S(C)(=O)=O)CC(=O)N1Cc1cccc(F)c1 (stereo not given)
    4%	0	12%	i	-5%	15	-1%	x	0%
52: O=C(CC1OC(=O)c2ccccc21)Nc1cc(Cl)ccc1N1CCOCC1 (stereo not given)
    -1%	-15	3%	-59%[inhibitor]	0%	1	1%	-1%	-23%
53: CCCN(CCC)C(=O)NC1CC(=O)N(c2ccc(OC)cc2)C1 (stereo not given)
    17%	3	3%	-1%	-17%	15	1%	-2%	-17%
54: CCOC(=O)c1cc(-c2ccccc2)n(CC(=O)Nc2ccc(OCC)cc2)c1C
    4%	4	u	i	-15%	1	4%	-4%	9%
